zVAD death inh: blocks zVAD induced death of L929 cells. L929 zVAD necroptosis rescue, ATP luminescence, 24 h; with zVAD 60 µM. viability rescue, % at 10 µM. 0.38% of 220,000 active;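 active means activation, scaled between plate controls, above about 75%, limit read from the data; inactive means activation under that limit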;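 further: 0% = zVAD with DMSO and 100% = DMSO alone without zVAD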
Hck Nef HTS: blocks Nef-activated human Hck kinase; AID 463187; 0.68% of 220,000 active; Recombinant Hck-YEEI plus Nef, Z-Lyte FRET kinase assay; inhibition, % at 20 µM;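 active means Hck-Nef kinase inhibition above about 50%, limit read from the data; inactive means inhibition below that limit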;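 further: 0% = DMSO with Hck plus Nef and 100% = Hck alone without Nef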
RBBP9 inh: inhibitors of human serine hydrolase RBBP9; O75884; 0.2% of 220,000 active; recombinant RBBP9, FP-Rh probe fluorescence polarization; inhibition, % at 7.94 µM; AID 1515;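 active means inhibition above the campaign mean of all tested compounds plus 3 SD, cut at about 14% in these data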;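 further: plate controls were DMSO wells with RBBP9 for no effect and wells lacking RBBP9 protein for full effect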
Target sequence (O75884 whole entry, looked up): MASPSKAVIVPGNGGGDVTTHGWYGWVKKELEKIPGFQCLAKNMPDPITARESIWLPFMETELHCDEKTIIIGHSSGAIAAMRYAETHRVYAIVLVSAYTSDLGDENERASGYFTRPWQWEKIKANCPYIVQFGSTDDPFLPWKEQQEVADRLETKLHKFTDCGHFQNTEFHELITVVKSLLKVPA
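Test system: recombinant human RBBP9. Quantity: 2.5 µM RBBP9 dispensing solution, before mixing. Detection: FP readout at 525/598 nm. Reagent: Serine-hydrolase probe FP-Rh, 375 nM pre-mixing. Measure: % inhibition. Control set: DMSO-treated enzyme wells and wells lacking RBBP9. Buffer or medium: Tris-NaCl-Pluronic buffer, pH 8.0. Times: preincubation 30 min plus labeling 45 min at 25 °C.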
PERK inhibitor: inhibitors of human PERK kinase; 0.17% of 220,000 active; inhibition, % at 5.6 µM; Q9NZJ5; CHO PERK-DD fusion, SEAP luminescence translation reporter; AID 1416;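 active means inhibition above the mean inhibition of all tested compounds plus 3 SD, set separately per screening campaign, cut at about 2.9% in these data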;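 further: PERK kinase domain activated by AP20187 dimerizer at 100 nM; 0% = DMSO with dimerizer and 100% = rapamycin at 8.4 µM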
PGE2 EP2 inh: EP2 receptor (human) inhibition; P43116; C6 glioma cells expressing human EP2, cAMP TR-FRET; cells stimulated with saturating PGE2; inhibition, % at 25 µM; 0.52% of 260,000 active;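 active means percent inhibition above 40 after rounding to a whole number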;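 further: rat C6 glioma host cells with rolipram phosphodiesterase inhibitor present; the protocol text gives 20 µM as final concentration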
Target sequence (P43116 whole entry, looked up): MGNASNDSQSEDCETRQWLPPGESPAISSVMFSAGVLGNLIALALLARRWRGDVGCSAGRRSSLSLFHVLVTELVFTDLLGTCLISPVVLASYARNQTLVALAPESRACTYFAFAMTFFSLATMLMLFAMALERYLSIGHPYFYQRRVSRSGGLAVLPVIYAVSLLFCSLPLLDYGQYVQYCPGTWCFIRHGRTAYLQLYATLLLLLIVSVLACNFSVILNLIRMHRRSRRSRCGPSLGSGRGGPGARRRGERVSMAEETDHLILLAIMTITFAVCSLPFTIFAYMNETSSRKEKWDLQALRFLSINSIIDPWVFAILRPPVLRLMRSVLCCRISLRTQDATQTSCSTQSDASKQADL
EP2 modulator: modulates human prostaglandin E2 receptor EP2 signaling; AID 940; P43116; induction, % at 25 µM; 0.83% of 260,000 active; EP2-expressing cells, cAMP HTRF FRET, PGE2 co-stimulation;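 active means compounds whose cAMP rise, as percent of the full-agonist control response, exceeds 60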;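 further: rat C6 glioma line stably carrying human EP2 under a CMV promoter; the protocol text gives 20 µM as final concentration; 100% = response of wells given 1 µM PGE2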
TNF necrop inh: TNF-alpha cell death inhibition in Jurkat FADD-/- cells; Jurkat FADD-/- TNF necroptosis rescue, ATP luminescence, 24 h; 0 = TNF only, 100 = no-TNF cells; activation (protection from cell death), % at 10 µM; 0.068% of 220,000 active;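 active means activation, meaning protection from cell death, of at least 50% relative to plate controls; inactive means activation below 50%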;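 further: necroptosis triggered by 40 ng/mL TNF-alpha added together with compound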
Runt-CBFb FRET: inhibitors of human RUNX1 Runt domain binding to CBFb; Q01196+Q13951; Cerulean-Runt/Venus-CBFb FRET ratio 530/480, 1 h; inhibition, % at 20 µM; 0.46% of 220,000 active; AID 1496;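 active means inhibition over about 50% at 20 µM in the single-dose screen, limit read from the data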;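 further: 0% = DMSO wells and 100% = excess unlabeled CBFb competitor control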
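test system = Cerulean-tagged RUNX1 Runt domain (FRET donor) fusion protein | reagent = Venus-CBFb binding partner, 100 nM | incubation = protein complex preformed 1 h, compound exposure 1 h, room temperature, dark | detection = FRET fluorescence | read-out basis = loss of energy transfer signal | controls = 5 µM unlabeled CBFb as full-inhibition high control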
Runt-SMMHC FRET: blocks binding of human RUNX1 Runt domain to CBFb-SMMHC | 0.74% of 220,000 active | Cerulean-Runt/Venus-CBFb-SMMHC FRET ratio 530/480, 1 h | inhibition, % at 20 µM | Q01196+Q13951;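 active means mean inhibition across duplicate retests at 20 µM reaching about 50%, limit read from the data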;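 further: 0% = DMSO wells and 100% = wells with excess untagged CBFb-SMMHC; inhibitors lower the FRET ratio by blocking Runt binding to CBFb-SMMHC; some results filed as inactive read as strong as hits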
Active calls of the source: *; nt = no result given; & = joins results of further samples.

Below each compound – zVAD death inh, Hck Nef HTS, RBBP9 inh, PERK inhibitor, PGE2 EP2 inh, EP2 modulator, TNF necrop inh, Runt-CBFb FRET, Runt-SMMHC FRET
#1 CCN(CC(O)COc1ccc(OCC(O)CN(CC)C2CCCCC2)cc1)C1CCCCC1 (stereo unspecified)
→ 0.9, 7, -10, -0.5, 12, -25, 1.4, nt, nt
#2 Cc1ccc(-c2nnc3ccc(SCC(=O)NCc4ccco4)nn23)cc1
→ -0.5, 3, -5, -0.8, 3, -14, -1.9, 1, -2
#3 CCOC(=O)c1ccc(-n2ccnc2)c(NC(=O)c2ccc(C(C)(C)C)cc2)c1
→ 1.0, 3, -4, -0.7, 1, -9, 0.2, -8, 0
#4 CCCCCCC1CC(C)(C(=O)CNc2nncs2)OC1=O (stereo unspecified)
→ 2.1, 18, -8, -0.4, 5, -6, 0.9, -3, 5
#5 Cc1nn(CC(=O)N/N=C/c2cccs2)c(C)c1[N+](=O)[O-]
→ 0.2, -14, -8, 0.7, 10, -5, 1.0, 0, -1
#6 Cc1ccc(/C=N/NC(=O)Cc2cccs2)o1
→ 0.7, 10, -2, 1.5, 7, 7, 1.3, 12, -4
#7 CCOc1ccc(Nc2oc(-c3cccs3)nc2C#N)cc1
→ -0.7, 9, -10, -0.8, 0, -53, -2.7, 1, 1
#8 CCOC(=O)C1(CCc2ccccc2)CCN(Cc2cccc3nccnc23)CC1
→ -3.4, 21, -2, -0.5, 5, 1, 1.8, -3, -3
#9 C/C(=N/OC(=O)c1cccc(C(F)(F)F)c1)c1cnccn1
→ 2.3, -5, -2, 0.2, 8, 0, -0.5, -1, -4
#10 CC(C)(C)c1ccc(-c2nnc(SCC(=O)NC3CCS(=O)(=O)C3)n2N)cc1 (stereo unspecified)
→ 3.2, 17, -1, 0.8, 1, 24, 2.0, 4, 8
#11 CCc1ccc2ncc(S(=O)(=O)c3ccc(C)c(C)c3)c(N3CCCC3)c2c1
→ 1.9, 1, -8, -0.1, 3, 24, 4.9, -2, -2
#12 COC(=O)c1ccc(NC(=O)CCc2c(C)nc3ncnn3c2C)cc1
→ 1.4, 3, -4, 0.9, 4, -12, 0.5, 1, 0
#13 Cc1c(C(=O)NNS(=O)(=O)c2ccccc2Cl)sc(=S)n1C
→ 2.4, 3, -6, 1.4, 4, 7, 2.5, 1, 4
#14 COc1cc(NC(=O)CSc2nnnn2Cc2ccc3c(c2)OCO3)cc(OC)c1
→ -0.3, 9, -2, -1.8, nt, -54, 1.0, 1, -2
#15 C[C@@H](NC(=O)c1nc[nH]c1C(=O)N[C@@H](CCCCNC(=O)OC(C)(C)C)C(=O)OC(C)(C)C)c1ccccc1
→ 1.6, -14, -19, -0.2, 5, 7, 1.3, -7, -3
#16 CCc1nnc(NC(=O)CSc2nc3cccnc3n2C2CCCCC2)s1
→ -0.3, -1, 2, -1.2, 13, 53, -4.7, -5, -1
#17 COc1cccc(OC)c1OCCNC(C)(C)C
→ 0.1, 0, -6, 0.5, 15, 8, 1.0, 1, 2
#18 CCn1c(SCC(=O)NC(C)(C)C)nnc1-c1ccncc1
→ 0.9, 1, -8, -0.4, 6&2, -1&3, 0.6, 0, -2
#19 COCCNC(=O)c1cc(Br)ccc1Cl
→ 0.1, 11, -1, 1.1, 10, -24, -0.6, -1, -3
#20 CCCOC(=O)CSC1=C(C#N)C(c2ccccc2Cl)CC(=O)N1 (stereo unspecified)
→ -0.1, 1, -7, 1.5, nt, 4, 1.3, 3, -1
#21 COc1ccc(-c2cc(C(=O)NC(Cc3cc4ccccc4[nH]3)C(=O)O)c(C)o2)cc1OC (stereo unspecified)
→ 0.6, 5, 4, 1.7, 6, -29, 0.8, 38, 39
#22 Cc1cc(C)c2nc(-c3ccccn3)cc(C(=O)Nc3cc(C)on3)c2c1
→ 0.0, 17, -6, 0.6, 11, 30, -1.6, -10, -28
#23 COc1ccc(-c2nc(CC(=O)O)cs2)cc1
→ -0.2, -18, -4, 0.3, 12, 17, 0.1, 3, -2
#24 CC(C)Oc1cccc(C(=O)NC(=S)Nc2ccc(N3CCN(C)CC3)cc2)c1
→ -0.6, 7, 0, 0.2, 15, -8, -13, 1, -4
#25 Cc1onc(-c2ccccc2Cl)c1C(=O)OCC(=O)c1ccccc1
→ -0.4, 6, -8, -0.2, 10, 18, 0.2, 2, -1
#26 CC(C)NC(=O)c1sc2nc3c(c(-c4cccs4)c2c1N)CN(C)CC3
→ -0.8, 5, -8, -0.4, 7, 2, 1.4, 3, -16
#27 O=C(CSc1nc(-c2ccco2)cc(C(F)(F)F)n1)N1CCCc2ccccc21
→ 0.8, 0, -8, 0.7, 10, 24, -0.8, -7, 2
#28 COc1ccc2nc(C)cc(SCC(=O)N/N=C/c3ccc(O)c(O)c3)c2c1
→ 33, 27, -13, 0.9, 6, -80, 0.7, 18, 6
#29 CC(C)Oc1ccc(C(=O)NC(=S)Nc2ccc(CN3CCOCC3)cc2)cc1
→ 0.5, 9, 0, 0.7, 2, -1, 1.5, -3, 3
#30 CCOC(=O)N1CC=C2C(C#N)=C(N)C(C#N)(C#N)[C@H](c3cccs3)[C@H]2C1
→ -0.2, 1, 2, -0.2, 2, -2, -1.6, -3, -18
#31 Cn1cc(/C=C2\SC(=S)N(NC(=O)c3cccc(Cl)c3)C2=O)c2ccccc21
→ -0.2, 24, -4, 0.7, 5, -5, 3.3, -27, -66
#32 O=C(NC1CCCC1)C(c1cccnc1)N(C(=O)c1csnn1)C1CC1 (stereo unspecified)
→ -0.1, 1, -3, -0.1, 5, 27, 0.7, 0, -2
#33 CC1S/C(=N/N=C/c2cccs2)NC1=O (stereo unspecified)
→ 0.9, 0, -11, 1.0, 7, 9, 0.2, 1, 0
#34 O=C(CCS(=O)(=O)c1ccccc1)Nc1ccc2c(c1)OCO2
→ 0.7, 27, 1, 1.8, 4, -5, 0.1, -2, -5
#35 CN(Cc1ccccc1)C(=O)Cn1c(=O)oc2cc(S(=O)(=O)N3CCCC3)ccc21
→ -0.2, 6, 11, 0.6, 11, 4, -0.5, 1, 1
#36 O=C(Nc1ccc(Br)cc1)c1ccc(F)c(S(=O)(=O)N2CCN(c3ccccn3)CC2)c1
→ -0.4, 24, -11, 1.1, 5, -57, 2.4, 1, 4
#37 O=C(NCc1cccs1)c1cc2c(s1)CS(=O)(=O)C2
→ -0.1, 1, -7, 0.7, 2, 15, -4.1, 0, 6
#38 O=C(O)C1Nc2c(C(=O)N3CCOCC3)cccc2C2C=CCC12 (stereo unspecified)
→ 0.9, 10, -1, 1.8, 19, 6, -0.4, 15, 9
#39 Cc1cccc(C)c1OCC(=O)Nc1ccccc1C(F)(F)F
→ 0.9, -6, -6, 0.5, 2, 56, -0.2, -4, -4
#40 CCOC(=O)CNC(=O)C(NC(=O)C1CCC(C)CC1)C(C)CC (stereo unspecified)
→ -2.2, -7, -8, -0.2, 11, 4, -2.0, 2, -2
#41 CCC(C)NC(=O)c1nn(C)c(=O)c2ccccc12 (stereo unspecified)
→ 4.1, 26, -6, 0.6, 8, -4, -0.4, -2, 5
#42 O=C(NC(=S)Nc1ccc(S(=O)(=O)N2CCCC2)cc1)c1cccs1
→ 0.3, -1, -11, -0.7, 8, -54, -0.5, 1, 9
#43 CC1(C)Oc2nc3ccccc3n2/C1=C\C#N
→ 1.2, 7, -8, 0.5, 11, 9, -1.2, 0, -5
#44 Cc1ccc(S(=O)(=O)N2CCCSCC2)cc1
→ 1.6, 1, -6, 0.3, 12, 11, -1.3, -2, -5
#45 Cc1cccc(N2CCN(CC(O)COc3ccc(Cl)cc3)CC2)c1 (stereo unspecified)
→ 0.8, 14, 0, 1.7, 8, -18, 1.4, 1, -5
#46 COC(=O)C1=C(C)NC(=O)/C1=C\c1cc(C)n(-c2cccc(C)c2)c1C
→ 0.1, -2, -8, -0.1, 9, 21, -1.0, -1, -20
#47 O=C(c1ccncc1)N1N=C(C2CCCCC2)CC1(O)C(F)(F)F (stereo unspecified)
→ 0.5, 23, 6, 0.5, 16, 33, 0.3, -3, 4
#48 c1nc(NC2CCCCC2)c2[nH]cnc2n1
→ 65, 12, -3, 0.1, 5, -9, 1.5, 0, 2
#49 Cc1ccc(S(=O)(=O)Nc2ccccc2/C=N/c2nc3ccccc3n2C(C)C)cc1
→ -0.2, 1, 4, -0.7, 5, 30, 1.0, -10, -32
#50 COc1cc(C(=O)NCCC(=O)NC(C)C)cc(OC)c1OC
→ -1.1, 20, 4, 0.7, 6, -35, -0.4, 2, 0
#51 Cc1cc(NCCCn2ccnc2)n2nc(C)c(-c3ccc(Cl)cc3)c2n1
→ 13, -19, 6, -1.5, 10, -18, -3.8, -2, 0
#52 O=C(NCC1CCCO1)Nc1cc(Cl)cc(Cl)c1 (stereo unspecified)
→ 0.5, -17, -5, 0.7, 15, -43, 1.0, 0, 0
#53 COc1ccc(CN(C(=O)/C=C/c2ccco2)C2CCS(=O)(=O)C2)cc1 (stereo unspecified)
→ 0.0, 17, -1, -0.3, 12, -12, 0.8, 0, 0

High-throughput results as filed in PubChem BioAssay.

Some of the compounds tested; count on the stated rates, not on these rows.
